Epigenetic reg = derepresses silenced GFP reporter in murine cells; murine LDR cells, GFP reporter derepression, 30 h; Potency, µM (top dose mostly 53.9 µM), inactives show top-dose GFP activation, hits mostly activators; 280,000 tested, 0.2% active; note: potency is the fitted concentration of half-maximal effect; % of control where 0% means no effect; nearly all actives have a fitted effect of over 60% in size
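Murine LDR cells carrying a silenced, genomically integrated CMV-driven GFP reporter were exposed to compound for 30 hours at 37 C. After PBS washes, GFP-positive cells (20–120 um objects) were counted by laser-scanning microplate cytometry.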
GLA spleen mod = inhibitors or activators of human alpha-galactosidase in spleen homogenate. P06280. human spleen homogenate, 4MU-alpha-Gal fluorescence, 40 min. Potency, µM (doses to about 80 µM), without a hit: at the top dose activity change, negative = inhibition, actives largely listed as inhibitors. 240,000 tested, 0.008% active;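 note: potency is the fitted concentration of half-maximal effect; 0% = enzyme with vehicle and -100% = no enzyme basal signal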
Target sequence (P06280 32-429 limits assumed): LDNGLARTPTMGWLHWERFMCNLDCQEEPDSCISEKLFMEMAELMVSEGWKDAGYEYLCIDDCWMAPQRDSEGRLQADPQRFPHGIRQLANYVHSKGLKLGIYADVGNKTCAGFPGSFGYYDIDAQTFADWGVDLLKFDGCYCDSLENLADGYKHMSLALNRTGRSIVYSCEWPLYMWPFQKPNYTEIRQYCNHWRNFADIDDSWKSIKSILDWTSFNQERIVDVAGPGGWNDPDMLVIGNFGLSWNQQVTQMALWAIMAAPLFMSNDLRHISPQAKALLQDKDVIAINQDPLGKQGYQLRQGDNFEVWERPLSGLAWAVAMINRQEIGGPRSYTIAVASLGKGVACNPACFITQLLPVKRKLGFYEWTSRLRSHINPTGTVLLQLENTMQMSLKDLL
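Human spleen homogenate (1 ug) was the enzyme source, with 4-methylumbelliferyl-alpha-D-galactopyranoside (1 mM final) in pH 5.0 citrate buffer with 0.01% Tween-20. Compounds were titrated; after 40 min at 37C, NaOH/glycine stop, 4-MU fluorescence read; AC50 from Hill fits.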
IMPase Li cell = membrane-permeable IMPase blocker, potentiated with lithium | CHO-M1 cells, IP1 TR-FRET (IP-One), carbachol + lithium | Potency, µM (doses to about 59.4 µM), for inactives: at the highest dose activity, negative = IMPase inhibition, actives largely listed as inhibitors | 210,000 tested, 0.35% active;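 note: IP1 builds up when IMPase is blocked and the TR-FRET signal falls; potency is the fitted concentration of half-maximal effect; plate controls were basal vehicle for no effect and high inhibitor control for full effect; nearly all actives have a fitted effect of over 50% in size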
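CHO-M1, 2000 cells/well, 16–30 h culture; cpd + low Li+, 30 min 37C; lysis with d2-IP1/Eu-anti-IP1 Ab, 10 min RT; TR-FRET 665/620 ratio and 620 channel; AC50 via Hill.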
CBFb RUNX1 block = inhibitors of human CBF-beta and RUNX1 interaction; Potency, µM (series often up to 59.8 µM), inactives show at the highest dose activity, negative = inhibition, most hits filed as inhibitors; AID 1477; Q01196+Q13951; 230,000 tested, under 10 active; AlphaScreen CBFb-His/RUNX1-biotin binding, biochemical; note: % of control where 0% means no effect
Target sequence (Q01196 whole entry, looked up): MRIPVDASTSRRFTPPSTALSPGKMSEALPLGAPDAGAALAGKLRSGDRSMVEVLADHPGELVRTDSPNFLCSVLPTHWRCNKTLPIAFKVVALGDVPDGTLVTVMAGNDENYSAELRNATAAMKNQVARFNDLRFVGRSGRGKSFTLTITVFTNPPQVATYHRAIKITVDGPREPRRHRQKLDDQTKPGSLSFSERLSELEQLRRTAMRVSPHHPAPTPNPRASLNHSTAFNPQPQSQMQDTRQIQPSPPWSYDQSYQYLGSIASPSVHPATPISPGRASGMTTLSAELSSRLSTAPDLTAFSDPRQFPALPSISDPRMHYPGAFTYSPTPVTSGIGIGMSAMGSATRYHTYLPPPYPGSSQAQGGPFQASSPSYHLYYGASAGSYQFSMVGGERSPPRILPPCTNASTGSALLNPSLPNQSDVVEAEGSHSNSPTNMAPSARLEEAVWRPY
Target sequence (Q13951 whole entry, looked up): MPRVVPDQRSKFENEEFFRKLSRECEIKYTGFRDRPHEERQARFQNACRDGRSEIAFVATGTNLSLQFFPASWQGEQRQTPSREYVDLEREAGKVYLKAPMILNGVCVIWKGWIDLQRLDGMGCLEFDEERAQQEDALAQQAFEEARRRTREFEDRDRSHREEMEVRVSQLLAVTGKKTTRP
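AlphaScreen binding: CBFb-His and RUNX1-biotin (30 nM each) preincubated 20 min, compound added for 15 min, then nickel and streptavidin beads for 90 min, all at room temperature. Disruption of the interaction by any mechanism counts as activity.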
Lamin A splicing = modulators of lamin A splicing. AID 1487. Potency, µM (titrated, usually from 46.1 µM), without a hit: at the highest dose ratio change, negative = inhibition, usual class: inhibitors. HeLa LMNA splicing GFP/RFP minigene ratio, 48 h. 200,000 tested, 0.01% active; active = well fitted inhibition curve with a large enough effect in the signal ratio, with a control signal flat, not every such curve was filed as active; inconclusive = small, poorly fitted or top-dose-only effect, or effect the other way, or a change in a side signal; the % refers to the signal ratio; note: potency is the fitted concentration of half-maximal effect; % is set by controls: 0 for no effect and ±100 for the full control effect
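Read-out is the ratio of GFP to DsRed2 object intensity, acquired by 488 nm laser-scanning cytometry on HeLa lamin A-EGFP minigene reporter cells. Compound incubation 48 hrs at 37 °C in Opti-MEM with 2% FBS; DMSO 0.5% final.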
KinaseGlo FLuc = Kinase-Glo luciferase inhibition (counter-screen) | Kinase-Glo luciferase, ATP luminescence, 8 min | Potency, µM (top dose mostly 38.3 µM), without a hit: at the highest dose activity change, negative = inhibition, actives largely listed as inhibitors | 200,000 tested, 0.28% active; note: potency is the fitted concentration of half-maximal effect; % is set by controls: 0 for no effect and ±100 for the full control effect; nearly all actives have a fitted effect of over 60% in size
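Light output from Kinase-Glo luciferase with luciferin and 10 uM ATP in 50 mM imidazole pH 7.2, KCl, MgCl2, Tween 20, BSA; compound pin-delivered, 8-min ambient incubation, then luminescence read.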
NPSR antagonist = neuropeptide S receptor (human) antagonism, cAMP; AID 1461; Q6W5P4; Potency, µM (top dose mostly 38.3 µM), for inactives: at the top dose activity change, negative = inhibition, most hits filed as inhibitors; CHO-NPSR cells, cAMP TR-FRET, antagonist mode; 220,000 tested, 1% active; note: potency is the fitted concentration of half-maximal effect; % is set by controls: 0 for no effect and ±100 for the full control effect; nearly all actives have a fitted effect of over 50% in size; many of its hits are not listed in these tables
* marks the source's active call; other numbers are inactive results; ? = inconclusive; nt = no result given; & = joins results of further samples; [ ] = remark or other dose. Unless noted, calls come from the whole dose curve; as a rule, active = well fitted curve in the direction sought with a large enough effect; inconclusive = small, poorly fitted or top-dose-only effect, or another doubt; inactive = no such curve, though single readings can be large; an effect the other way counts as inactive or inconclusive.

SMILES	Epigenetic reg	GLA spleen mod	IMPase Li cell	CBFb RUNX1 block	Lamin A splicing	KinaseGlo FLuc	NPSR antagonist
CCOC(=O)Cc1c(C)c2c(O)cc(O)cc2oc1=O	0.0%	5%	?	7%	?	0%	16%[46.1 µM]
CCCc1nc(SCC(=O)N2CCN(c3ccccc3)CC2)c2c(=O)n(C)c(=O)n(C)c2n1	1.0%	-1%	8%	1%	0%	-1%	6%[46.1 µM]
Cn1c(=O)[nH]c(=O)c2c1nc(Br)n2CC(O)c1ccccc1 (centres undefined)	0.0%	1%	-13%[38.3 µM]	1%	0%	-2%	-9%[46.1 µM]
COC(=O)c1cc(OC)c(OC)cc1NC(=O)Cc1cccs1	-1.1%	-7%	31%[activator]	13%	nt	-4%	29%
COc1ccc(CNC(=O)C/C(C)=N/NC(=O)COc2ccc(C)cc2Br)cc1	-4.1%	7%	11%	-2%	0%[46 µM]	-2%	19%
Cn1c(=O)c2ncn(CC(=O)Nc3cc(C(F)(F)F)ccc3N3CCOCC3)c2n(C)c1=O	3.4%	-6%	3%[38.3 µM]	1%	?	-3%	-21%[46.1 µM]
CC(NC(=O)c1cc(-c2ccccc2)nc2ccccc12)C1CCCO1 (centres undefined)	-1.0%	4%	-4%	-3%	?	2%	0%
CCOc1ccc2nc(NC3=NC(c4ccc(OC)cc4)CC(=O)N3)nc(C)c2c1 (centres undefined)	14%	2%	11%[38.3 µM]	?	3%	-1%	-16%[46.1 µM]
CCCCCN=C(C)c1c(O)c2ccccc2oc1=O	-2.4%	0%	nt	1%	3%	nt	-22%[46.1 µM]
CNc1c([N+](=O)[O-])cnn1-c1ccc(C)cc1	0.0%	0%	13%[38.3 µM]	12%	7%	6%	-17%[46.1 µM]
Cn1c(=O)c2c(O)c(Cc3ccccc3)c(=O)n(C)c2n(C)c1=O	1.1%	6%	nt	3%	nt	nt	3%
O=c1c(O)c(-c2ccc(O)cc2O)oc2cc(O)cc(O)c12	1.1%&-1.4%&-1.2%&0.0%	-1%&10%&12%&3%	8%&16%&17%&17%	?	-2%&-17%	0%&0%&-1%&-2%	-25%
COc1ccccc1NC(=O)Cc1noc(CSc2nnc(N)s2)n1	-1.0%	3%	9%[38.3 µM]	-4%	3%	-2%	-8%[46.1 µM]
O=C(CSc1n[nH]c(-c2ccccc2)n1)NCc1cccc(C(=O)O)c1	-3.9%	-9%	6%	4%	?	-2%	-9%
Cc1cc(C(=O)OCc2nnc(-c3ccccc3)o2)c(C)n1-c1ccccc1	-4.3%	-4%	16%[38.3 µM]	-9%	?	-4%	-27%[46.1 µM]
CCOC(=O)C1CCN(c2ncnc3c2[nH]c2cccc(OC)c23)CC1	0.2%	13%	6%[38.3 µM]	5%	?	0%	-9%[46.1 µM]
CNC(CC(=O)O)C(=O)O (centres undefined)	0.0%	7%	-5%	7%	nt	2%	nt
CCc1ccccc1NC(=O)CN(C)C(=O)COc1ccc(C)nc1[N+](=O)[O-]	0.0%	-1%	-5%	-2%	-7%	4%	14%
COc1ccc(NC2=NC(=S)N(c3cccc(C)c3)C23CCCCC3)cc1	-0.2%	2%	22%[38.3 µM]	0%	-2%	19%	-1%[46.1 µM]
Cc1cc(C)n(-c2nc3ccccc3c(=O)n2OCC(=O)Nc2c(C)cccc2C)n1	-1.0%	9%	-5%[38.3 µM]	0%	2%	3%	-7%[46.1 µM]
Cc1cccc(OC(C)C(=O)N(Cc2cccs2)C2CCS(=O)(=O)C2)c1C (centres undefined)	0.0%	-22%	8%[38.3 µM]	4%	-11%	1%	-10%[46.1 µM]
C=CCNC(=S)NNC(=O)C(CCCC)CC(C)(C)O (centres undefined)	-4.9%	7%	11%	0%	1%	-1%	13%[46.1 µM]
COc1cccc(CN(C)CC(=O)NNC(=O)c2ccc(Cl)cc2)c1	-1.1%	3%	-2%	4%	-3%	-2%	18%
COc1cc(NC(=O)CN2C(=O)NC(C)(c3ccc4ccccc4c3)C2=O)c(C)cc1[N+](=O)[O-] (centres undefined)	0.8%	2%	1%	-16%	?	-1%	-13%

Nothing new here: an excerpt of the list.
SMILES	Epigenetic reg	GLA spleen mod	IMPase Li cell	CBFb RUNX1 block	Lamin A splicing	KinaseGlo FLuc	NPSR antagonist
COc1ccccc1NC(=O)Cc1noc(CSc2nnc(N)s2)n1	-1.0%	3%	9%[38.3 µM]	-4%	3%	-2%	-8%[46.1 µM]
O=C(CSc1n[nH]c(-c2ccccc2)n1)NCc1cccc(C(=O)O)c1	-3.9%	-9%	6%	4%	?	-2%	-9%
Cc1cc(C(=O)OCc2nnc(-c3ccccc3)o2)c(C)n1-c1ccccc1	-4.3%	-4%	16%[38.3 µM]	-9%	?	-4%	-27%[46.1 µM]
CCOC(=O)C1CCN(c2ncnc3c2[nH]c2cccc(OC)c23)CC1	0.2%	13%	6%[38.3 µM]	5%	?	0%	-9%[46.1 µM]

Going on with the list.
SMILES	Epigenetic reg	GLA spleen mod	IMPase Li cell	CBFb RUNX1 block	Lamin A splicing	KinaseGlo FLuc	NPSR antagonist
O=C(NC1CCCCC1)C(=S)NCc1ccccc1	2.1%	0%	15%	14%	4%[46 µM]	-1%	-19%
O=C(Cc1c[nH]c2ccccc12)NC1(C(=O)NC2CCCC2)CCCCC1	2.8%	4%	-2%	5%	nt	4%	-4%
Cc1ccccc1Cn1c2ccccc2c2cn[nH]c(=O)c21	-1.0%	-2%	nt	-2%	?	-3%	6%[46.1 µM]
O=C(Nc1ccccc1OC(=O)c1ccc(Cl)cc1)c1ccc(Cl)cc1	0.2%	5%	-2%	-8%	?	1%	-10%[46.1 µM]
Cc1ccc(N=CC2=C(O)CC(c3ccco3)CC2=O)cc1 (centres undefined)	-1.9%	1%	2%[38.3 µM]	1%	8%	-3%	-15%[46.1 µM]
Cc1cc(NC(=O)COC(=O)C(Cc2ccccc2)NC(=O)c2ccco2)no1 (centres undefined)	-5.8%	2%	7%[38.3 µM]	-3%	2%	3%	0%[46.1 µM]
CCC(=O)N/N=C/c1ccc(-c2ccc([N+](=O)[O-])cc2)o1	0.1%	-6%	6%	-1%	nt	-3%	32%
Cc1ccc(C(=O)NNS(=O)(=O)c2ccccc2[N+](=O)[O-])cc1	0.0%	7%	10%	-4%	-8%	5%	5%[46.1 µM]
CC(=O)Nc1cccc(C(=O)OCC(=O)c2ccccc2Cl)c1	0.9%	-5%	5%	7%	?	-5%	-1%
O=c1oc2ccccc2c(NCc2cccc(F)c2)c1[N+](=O)[O-]	0.8%	-3%	6%	0%	?	2%	1%[46.1 µM]
CCCC(O)(CCN(C)C)c1ccc(OC)cc1 (centres undefined)	0.8%	0%	40%[38.3 µM]	1%	-7%	-3%	1%[46.1 µM]
COc1cccc(C(=O)N2CCN(C3CCN(Cc4ccccc4)CC3)CC2)c1	0.0%	-7%	48%[activator][38.3 µM]	0%	-6%	-1%	2%[46.1 µM]
CCN(CC)CC(O)Cn1c2ccccc2c2ccccc21 (centres undefined)	1.0%	1%	25%[38.3 µM]	4%	-3%	21%	8%[46.1 µM]
CCCCN(C(=O)Oc1ccccc1)C1CCS(=O)(=O)C1 (centres undefined)	0.8%	7%	nt	4%	nt	nt	33%
Cc1cc2ccccn2c1C(=O)c1ccc(Cl)cc1	-0.9%	3%	21%[38.3 µM]	-2%	-4%	-2%	-13%[46.1 µM]
O=C1CC(C(=O)Nc2ccccc2)S/C(=N\N=C\c2ccco2)N1 (centres undefined)	-1.0%	-1%	-5%	2%	-10%	1%	15%
Cc1ccsc1C(C(=O)NC1CCCCC1)N(C(=O)c1csnn1)C1CC1 (centres undefined)	-1.6%	8%	-2%[38.3 µM]	0%	10%	0%	-10%[46.1 µM]
CCOC(=O)c1ccc2nc(C)c(CC)c(Cl)c2c1	-1.0%	1%	17%	-8%	nt	-3%	26%
O=[N+]([O-])c1ccc(C(O)CNC(=S)Nc2ccccc2)cc1 (centres undefined)	-3.5%	-4%	1%	-7%	-7%[46 µM]	-1%	-11%
CCCCn1c(N)c(N(CCOC)C(=O)COc2ccc(Cl)cc2)c(=O)[nH]c1=O	1.3%	-6%	-1%	9%	0%[46 µM]	3%	10%
CC(C)CC(NC(N)=O)C(=O)Nc1ccc(Oc2ccccc2)cc1 (centres undefined)	-0.3%	-15%	-10%	3%	nt	nt	17%
Cc1cc(C(=O)N2CCCC2C(=O)O)c(C)o1 (centres undefined)	-0.1%	-6%	11%[38.3 µM]	13%	2%	0%	-2%[46.1 µM]
Cn1cccc1CC(=O)N/N=C/C=C/c1ccccc1	1.3%	3%	13%	-19%	5%	-3%	-13%
CN1C(=O)C(CC(N)=O)N(NC(=O)c2ccc(Cl)cc2)C1=S (centres undefined)	0.0%	-4%	1%[38.3 µM]	3%	5%	2%	-4%[46.1 µM]
CC(NC(=O)COc1ccccc1)C(=O)OCC(=O)c1cc2ccccc2o1 (centres undefined)	-5.8%	1%	-8%[38.3 µM]	-1%	8%	13%	-3%[46.1 µM]
CCOc1ccc(N)cc1OC	-1.4%	-7%	15%	-20%	-21%[46 µM]	-2%	6%
O=C(O)C1[C@H]2C(=O)N(Cc3cccs3)C[C@]23C=C[C@H]1O3 (some centres undefined)	3.3%	-17%	1%[38.3 µM]	1%	10%	-1%	0%[46.1 µM]
O=C(Nc1ccc(-c2nc3ccccc3o2)cc1)C1CCCO1 (centres undefined)	-1.1%	0%	-3%[38.3 µM]	0%	3%	-24%	-14%[46.1 µM]
COc1ccccc1CNc1ccnc(-c2ccc3c(c2)OCO3)n1	5.1%	0%	-1%	nt	-7%	-2%	nt

Screening data deposited in PubChem BioAssay by National Center for Advancing Translational Sciences (NCATS).

This is a subset; the hit share may differ from the screen's.
